AmpC inh det = inhibitors of E. coli AmpC beta-lactamase with detergent. P00811. purified AmpC, nitrocefin hydrolysis with detergent. Potency, µM (titrated, usually from 28.7 µM), inactives show top-dose activity change, negative = inhibition. hit rate 0.09% among 71,000. AID 584; active means well fitted curve in the direction sought with a large enough effect
Target sequence (P00811 whole entry, looked up): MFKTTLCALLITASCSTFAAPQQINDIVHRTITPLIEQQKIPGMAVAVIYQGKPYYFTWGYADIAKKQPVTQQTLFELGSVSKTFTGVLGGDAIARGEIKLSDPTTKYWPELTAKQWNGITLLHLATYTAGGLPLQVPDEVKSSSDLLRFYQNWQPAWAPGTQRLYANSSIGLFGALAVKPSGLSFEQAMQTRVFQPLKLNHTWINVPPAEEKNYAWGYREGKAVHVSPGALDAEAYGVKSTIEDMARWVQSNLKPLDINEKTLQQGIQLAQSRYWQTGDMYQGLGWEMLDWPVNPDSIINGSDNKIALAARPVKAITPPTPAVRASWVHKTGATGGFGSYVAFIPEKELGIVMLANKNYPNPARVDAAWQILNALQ
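E. coli AmpC (5.3 nM) in 20 mM phosphate pH 7.0 with 0.01% Triton X-100, preincubated 15 min RT with compound; nitrocefin (2 uL of 800 uM stock) hydrolysis followed by 480 nm absorbance every 20 s over 4 min.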
An asterisk follows results filed as active; [ ] = another dose, or the depositor's remark. On the % scale 0 is the no-effect control and ±100 the full control effect; potency means the concentration at half of the fitted maximal effect. Only part of the results is shown. The share of hits here may be higher or lower than overall.

Results for O=C(CCCc1ccccn1)c1ccccc1 ?
AmpC inh det: -7%[5.75 µM]

How did ClCCl do in these assays?
AmpC inh det: 4%

How did Cc1cccc(NC(=O)CC2NC3CCCCC3NC2=O)c1 (centres undefined) do in these assays?
AmpC inh det: 4%

Results for O=C(O)c1ccc(C(=O)O)c2c(C(=O)O)ccc(C(=O)O)c12 ?
AmpC inh det: -2%[5.75 µM]

How did COC(=O)c1ccc(Oc2nc(NC(C)C)nc(N(C)C)n2)cc1 do in these assays?
AmpC inh det: -1%

How did CN1CCN(S(=O)(=O)c2ccc(NC(=O)c3ccc(Br)o3)cc2)CC1 do in these assays?
AmpC inh det: -4%

How did COc1ccc(C(=O)N(CCN2CCOCC2)CC(=O)NC2CCCC2)cc1OC do in these assays?
AmpC inh det: 1%

How did O=C(NCc1ccc2c(c1)OCO2)Oc1ccccc1 do in these assays?
AmpC inh det: 13%

What do the screens show for `O=C(C1CCCN(S(=O)(=O)c2cccc3cccnc23)C1)N1CCN(c2ccccc2F)CC1` (centres undefined)?
AmpC inh det: 8%

How did COc1cc(OC)cc(-c2cc3nc4c(c(N5CCN(c6ncccn6)CC5)n3n2)CCCC4)c1 do in these assays?
AmpC inh det: -5%

What do the screens show for `COc1cccc2c1C(=O)c1c(O)c3c(c(O)c1C2=O)C[C@@](O)(C(=O)CO)C[C@H]3O[C@H]1C[C@@H](N)[C@H](O)[C@@H](C)O1.[W]`?
AmpC inh det: 0%[5.75 µM]

Results for Cc1cc(C)c(S(=O)(=O)NCCC2CCCN2C)c(C)c1 (centres undefined) ?
AmpC inh det: -2%

Results for COc1ccccc1NC(=O)CSc1nc(O)cc(=O)n1C ?
AmpC inh det: -2%

How did O=C(Cn1cc2c(n1)CCCC2)Nc1ccccc1Br do in these assays?
AmpC inh det: 11%

Results for CCOCCCNC(=O)Cc1c(C(=O)O)[nH]c2ccc(Cl)cc12 ?
AmpC inh det: 9%

What do the screens show for `COCCN(C(=O)CNC(=O)c1cccs1)C(C(=O)NC1CCCCC1)c1ccco1` (centres undefined)?
AmpC inh det: -2%

How did Cc1cc(NS(=O)(=O)c2ccc(NC(=O)CCCC(=O)O)cc2)nc(C)n1 do in these assays?
AmpC inh det: 4%

Results for COc1ccc(C(NC(C)=O)c2ccc3cccnc3c2O)c(OC)c1 (centres undefined) ?
AmpC inh det: 7%

Results for COc1ccccc1CN(Cc1cc2c(C)ccc(C)c2[nH]c1=O)Cc1nnnn1Cc1ccco1 ?
AmpC inh det: -3%

Results for CCCC1(C(=O)O)NC(c2ccccc2O)C2C(=O)N(c3cccc(Cl)c3)C(=O)C21 (centres undefined) ?
AmpC inh det: 9%

How did CCOC(=O)CSc1cc(C)nc(N)n1 do in these assays?
AmpC inh det: -1%

How did COc1ccc(N2CCN(CCNC(=O)CCCn3c(=O)[nH]c4cc(Cl)ccc4c3=O)CC2)cc1 do in these assays?
AmpC inh det: -1%

How did CC1CCCCN1C(=O)c1ccc(C(=O)N2CCCCC2C)cc1 (centres undefined) do in these assays?
AmpC inh det: 0%

What do the screens show for `CCCc1cc(C(=O)NCC(C)C)no1`?
AmpC inh det: 5%

Results for COc1ccc(OC)c(S(=O)(=O)N2CCN(C34CC5CC(CC(C5)C3)C4)CC2)c1 ?
AmpC inh det: -4%

Results for CCOC(=O)C1CCCN(C/C(O)=C(\C#N)c2nc(-c3ccc(Cl)cc3)cs2)C1 (centres undefined) ?
AmpC inh det: 12%

What do the screens show for `O=C1NC(O)=NC1(c1ccccc1)c1ccccc1`?
AmpC inh det: 2%

How did Cc1ccc2c(c1)N(CCCC(=O)NCC1COc3ccccc3O1)C(=O)CO2 (centres undefined) do in these assays?
AmpC inh det: -2%

How did CCOC(=O)C1CCCN(Cc2cc(Br)ccc2OC)C1 (centres undefined) do in these assays?
AmpC inh det: -2%

Results for CC(C)(C)n1nnnc1C(c1cccs1)N(Cc1cccnc1)CC1CCCO1 (centres undefined) ?
AmpC inh det: 2%

What do the screens show for `Cn1c(=O)cc(SCC(=O)N2CCN(Cc3ccc4c(c3)OCO4)CC2)c2ccccc21`?
AmpC inh det: -5%

Results for CC(=O)c1cccc(NC(=O)C2CCCN(S(=O)(=O)c3ccc(F)cc3)C2)c1 (centres undefined) ?
AmpC inh det: -3%

Results for OCCN1CCN(CCC=C2c3ccccc3Sc3ccc(Cl)cc32)CC1 ?
AmpC inh det: 0%[12.8 µM]

Results for CC1(C)CC(NC(=O)C(F)(F)F)CC(C)(C)N1OC(=O)c1ccco1 ?
AmpC inh det: -6%

Results for CCOc1ccccc1N1CC(C(=O)Nc2ccc(C(=O)O)cc2)CC1=O (centres undefined) ?
AmpC inh det: -3%

Results for O=S(=O)(N1CCCCC1)n1c(Cc2ccccc2)nc2ccccc21 ?
AmpC inh det: 6%

Results for Cc1ccc(OCCn2c(=O)cnc3ccccc32)cc1 ?
AmpC inh det: -3%

What do the screens show for `O=[n+]1c2c(n([O-])c3cc(F)ccc31)CCCC2`?
AmpC inh det: 3%

What do the screens show for `COCCN(CCOC)c1nc(C)nc2c1nc(-c1ccccc1)n2CC1CCN(C)CC1`?
AmpC inh det: 13%

Results for NC1=C(O)C(=O)[C@H](c2c[nH]c3ccc(OCc4ccccc4)cc23)O1 ?
AmpC inh det: -4%[5.75 µM]

Results for Cn1c(C(=O)NCCC2=CCCCC2)cc2c(=O)n3ccccc3nc21 ?
AmpC inh det: 1%

What do the screens show for `Cn1c(=O)[nH]c(=O)c2[nH]c(N(Cc3ccccc3)Cc3ccccc3)nc21`?
AmpC inh det: 14%

Results for Fc1cccc(F)c1C(Nc1nncs1)Nc1nncs1 ?
AmpC inh det: -5%[5.75 µM]

What do the screens show for `O=C(c1ccncc1)N1CCC2(CC1)CN(c1ccccn1)C2`?
AmpC inh det: -3%

Results for COc1ncc2nc(-c3ccccc3)c(=O)n(Cc3cccs3)c2n1 ?
AmpC inh det: -3%

What do the screens show for `CS(=O)(=O)Nc1ccc(C(=O)NCCSCc2ccco2)cc1`?
AmpC inh det: -2%

How did Cc1c(C)c2ccc(OC3CCCCC3=O)cc2oc1=O (centres undefined) do in these assays?
AmpC inh det: 8%

What do the screens show for `Cc1cccc(N2C(=O)CC(N(C(=O)c3ccco3)c3cccc(C)c3)C2=O)c1` (centres undefined)?
AmpC inh det: -1%

Quoted at random: 4 entries already listed
What do the screens show for `O=[n+]1c2c(n([O-])c3cc(F)ccc31)CCCC2`?
AmpC inh det: 3%

Results for Cn1c(C(=O)NCCC2=CCCCC2)cc2c(=O)n3ccccc3nc21 ?
AmpC inh det: 1%

What do the screens show for `Cc1cccc(N2C(=O)CC(N(C(=O)c3ccco3)c3cccc(C)c3)C2=O)c1` (centres undefined)?
AmpC inh det: -1%

Results for COc1ncc2nc(-c3ccccc3)c(=O)n(Cc3cccs3)c2n1 ?
AmpC inh det: -3%

Additional structures
What do the screens show for `O=C(O)c1c[nH]c2c(ccc3[nH]cc(C(=O)O)c(=O)c32)c1=O`?
AmpC inh det: -1%[5.75 µM]

What do the screens show for `CCN(CC)S(=O)(=O)c1ccc2[nH]c(=O)[nH]c2c1`?
AmpC inh det: 0%

What do the screens show for `Cc1noc(C)c1S(=O)(=O)N1CCCC(C(=O)Nc2ccc(Cl)cn2)C1` (centres undefined)?
AmpC inh det: -4%

What do the screens show for `COC(=O)[C@@]1(Cc2ccccc2)[C@@H]2C(=CC(=O)[C@H]2CC(=O)C(=O)N(C)C)CN1C(=O)c1ccccc1`?
AmpC inh det: -3%

How did O=c1c(-c2cccs2)nc2cncnc2n1-c1ccccc1 do in these assays?
AmpC inh det: 1%

Results for COCCN(C(=O)CNC(=O)c1ccco1)C(C(=O)NC1CCCCC1)c1cccc(OC)c1 (centres undefined) ?
AmpC inh det: -9%

What do the screens show for `Cn1c(=O)c2[nH]cnc2n(-c2ccccc2)c1=O`?
AmpC inh det: -3%

How did O=C(Cc1ccccc1)N1CCC(C(=O)N2CCN(c3ccc(F)cc3)CC2)CC1 do in these assays?
AmpC inh det: 11%

How did COC(=O)c1sc(N)c(C(=O)OC)c1CSc1nnnn1C do in these assays?
AmpC inh det: -2%

How did COc1ccc(-n2nnnc2SCC(=O)Nc2ccc3c(c2)OCCO3)c(OC)c1 do in these assays?
AmpC inh det: 1%

Results for O=C1CCCN1CCCn1cnc2c([nH]c3ccc(F)cc32)c1=O ?
AmpC inh det: -1%

How did COC(=O)c1ccc(CSc2nc3ccccc3o2)cc1 do in these assays?
AmpC inh det: -2%

Results for CCn1ccc(=N)cc1 ?
AmpC inh det: 31%

Results for CCOC(=O)c1c(N2C(=O)C3C4C=CC(O4)C3C2=O)sc2c1CCCC2 (centres undefined) ?
AmpC inh det: -2%

How did CCc1cc2c(=O)n(-c3ccccc3)cnc2s1 do in these assays?
AmpC inh det: -6%

Results for Cc1ccc2c(c1)N(CC(=O)N1CCCc3ccccc31)C(=O)CO2 ?
AmpC inh det: 9%

What do the screens show for `CCOC(=O)C1CCN(C(=O)Nc2ccc(Cl)cc2)CC1`?
AmpC inh det: 6%

How did O=C(O)CCCc1ccc2ccc3ccccc3c2c1 do in these assays?
AmpC inh det: -5%[5.75 µM]

Results for O=C(NCCN1CCN(Cc2ccccc2)CC1)C1c2ccccc2C(=O)N2CCc3ccccc3C12 (centres undefined) ?
AmpC inh det: -4%

How did COc1cc2c(cc1OC)C(C(=O)NCc1cccnc1)C(c1cccnc1)N(C)C2=O (centres undefined) do in these assays?
AmpC inh det: -3%

What do the screens show for `Cc1nnc(NC(=O)Cc2cccs2)s1`?
AmpC inh det: 17%

Results for C[C@@H](C(=O)Nc1ccc2ccccc2c1)[C@H]1C[C@]1(C)[C@H](NP(=O)(c1ccccc1)c1ccccc1)c1ccccc1 ?
AmpC inh det: 2%

What do the screens show for `Cc1nc(CN2CCCC2=NC#N)n(-c2ccccc2)n1`?
AmpC inh det: -2%

How did COc1ccc(-n2c(=O)cnc3cnc(N(C)C)nc32)cc1 do in these assays?
AmpC inh det: -1%

How did Cc1cccc(OCCCC(=O)Nc2ccc(S(=O)(=O)Nc3onc(C)c3C)cc2)c1 do in these assays?
AmpC inh det: -5%

Results for CCCCNC(=O)Nc1ccccc1C(=O)NCc1ccco1 ?
AmpC inh det: -4%

How did CCOC(=O)c1cc2sc(C)cc2n1CC(=O)N1CCN(C(=O)c2ccco2)CC1 do in these assays?
AmpC inh det: 10%

Results for COCCOC(=O)C1=C(C)NC2=C(C(=O)CCC2)C1c1cc2c(cc1Br)OCO2 (centres undefined) ?
AmpC inh det: 9%

How did O=C=Nc1ccc(Cc2ccc(N=C=O)cc2)cc1 (tested in a mixture with another compound) do in these assays?
AmpC inh det: -4%[5.75 µM]

Results for CN(C)S(=O)(=O)c1cccc(C(=O)NCC2CCCO2)c1 (centres undefined) ?
AmpC inh det: -6%

Results for CN(C)Cc1ccc(C(C)(C)C)cc1-c1cc(C(C)(C)C)ccc1CN(C)C ?
AmpC inh det: -2%[5.75 µM]

What do the screens show for `COc1ccc(S(=O)(=O)Nc2cc(C)ccc2OC)cc1C`?
AmpC inh det: -5%

Results for O=C(c1cccc(C(=O)N2CCN(c3ccccc3F)CC2)c1)N1CCN(c2ccccc2F)CC1 ?
AmpC inh det: -1%

How did COc1ccc(CCNC(=O)CC2Nc3ccccc3NC2=O)cc1OC (centres undefined) do in these assays?
AmpC inh det: -1%

How did Cc1cc(Nc2ccc(F)c(Cl)c2)n2ncnc2n1 do in these assays?
AmpC inh det: 2%

What do the screens show for `COc1ccc(-c2nnc(SCCc3ccccc3)n2N)cc1`?
AmpC inh det: -5%

6 consecutive records already listed:
Results for CN(C)Cc1ccc(C(C)(C)C)cc1-c1cc(C(C)(C)C)ccc1CN(C)C ?
AmpC inh det: -2%[5.75 µM]

What do the screens show for `COc1ccc(S(=O)(=O)Nc2cc(C)ccc2OC)cc1C`?
AmpC inh det: -5%

Results for O=C(c1cccc(C(=O)N2CCN(c3ccccc3F)CC2)c1)N1CCN(c2ccccc2F)CC1 ?
AmpC inh det: -1%

How did COc1ccc(CCNC(=O)CC2Nc3ccccc3NC2=O)cc1OC (centres undefined) do in these assays?
AmpC inh det: -1%

How did Cc1cc(Nc2ccc(F)c(Cl)c2)n2ncnc2n1 do in these assays?
AmpC inh det: 2%

What do the screens show for `COc1ccc(-c2nnc(SCCc3ccccc3)n2N)cc1`?
AmpC inh det: -5%

Additional structures follow.
What do the screens show for `CCN(CCNC(=O)CN1CCN(Cc2ccc(Cl)cc2)C1=O)c1ccccc1`?
AmpC inh det: -4%

How did COc1ccc(C)cc1S(=O)(=O)N(C)CC(=O)NC1CCCCC1 do in these assays?
AmpC inh det: -5%

How did COc1ccc2nc(NC(=O)C3CCCN(S(=O)(=O)c4c(C)noc4C)C3)sc2c1 (centres undefined) do in these assays?
AmpC inh det: 16%

How did COc1ccc(OC)c(Nc2ncnc3c2cnn3-c2ccccc2)c1 do in these assays?
AmpC inh det: -3%

What do the screens show for `CN(C)CCNC(=O)c1cc2ccccc2oc1=O`?
AmpC inh det: -2%

Results for Cc1nn(CCCNC(=O)C2CCCO2)cc1Br (centres undefined) ?
AmpC inh det: -1%

Results for CC(C)Cc1cc(C(=O)Nc2sc3c(c2C#N)CCCC3)no1 ?
AmpC inh det: 12%

What do the screens show for `Cc1ccc(CNC(=O)CSc2ncccn2)cc1`?
AmpC inh det: -2%

What do the screens show for `CCCn1c(Sc2nnnn2-c2ccccc2)n[nH]c1=O`?
AmpC inh det: -1%

What do the screens show for `Clc1ccccc1C(c1nnnn1Cc1ccco1)N1CCN(Cc2ccco2)CC1` (centres undefined)?
AmpC inh det: -1%

How did CCOc1ccc(NS(=O)(=O)c2ccc3[nH]cc(C(=O)NCCOC)c(=O)c3c2)cc1 do in these assays?
AmpC inh det: 0%

Results for O=C(CSc1nc2[nH]ncc2c(=O)n1-c1ccccc1Br)NCc1ccco1 ?
AmpC inh det: 9%

What do the screens show for `Cc1ccc(S(=O)(=O)NC(=NC(C)C(=O)O)c2ccccc2)cc1` (centres undefined)?
AmpC inh det: 1%

Results for Cc1ccc2c(c1C)NC(C)CC2C (centres undefined) ?
AmpC inh det: 12%

How did O=C1CC(c2nc3ccccc3[nH]2)CN1Cc1ccccc1 (centres undefined) do in these assays?
AmpC inh det: 18%

Compound activity deposited in PubChem BioAssay by National Center for Advancing Translational Sciences (NCATS).
